GSIS activator: GLuc luminescence reporter in INS-1E cells, primary screen for activators of glucose-dependent secretion of insulin | INS-1E GLuc reporter insulin secretion, 2-3 h | activation, % at 16.6 µM | actives 0.61% (n = 370,000) | AID 743287, 2014;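 active means lowest replicate activation of at least 40%, so every replicate reaches that level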;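 further: 0% = median of neutral control wells and 100% = median of IBMX positive control wells; some compounds called inactive have numbers as strong as hits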
F508del corr: F508del CFTR correction, initial screen, CFBE line, single point. activity (quench increase), % at 7.58 µM. CFBE cells, YFP halide quenching; stimulated with forskolin plus potentiator P3; % fluorescence drop versus neutral controls. actives 0.36% (n = 350,000);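 active means mean added fluorescence quench of at least 8% versus neutral control, with both replicates also reaching 8%; inconclusive means only one of the mean or replicate conditions met; inactive means mean below 8% and not both replicates reaching 8%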;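 further: cells transiently co-express mutant CFTR-F508del with the halide-sensitive YFP; corrector assay measuring rescue of mutant channel to the surface after 24 h compound exposure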
FN deposition inh: inhibitors of fibronectin matrix deposition, primary screen, AH1F cells, Alexa488-fibronectin fluorescence, plate reader | AH1F fibroblasts, overnight | inhibition, % at 12.6 µM | actives 0.086% (n = 350,000) | AID 743247, 2014;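 active means mean inhibition across replicates of 30% or more, regardless of how many single replicates reach that level; inconclusive means mean under 30% yet at least half of replicates reach 30%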;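 further: positive control wells lacked labelled fibronectin entirely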
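Material: AH1F fibroblast monolayer depositing Alexa488-labelled fibronectin into matrix | Input: 10000 AH1F cells/well | Medium: DMEM plus 2% serum, read in PBS | Reagent: Alexa488-fibronectin, 24 nM final in well | Compound dosing: One dose per compound, pinned | Schedule: 1 h adhesion, overnight exposure | Measured by: Fluorescence at 485 nm excitation, 525 nm emission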
Statin myotox sup: suppressors of statin myotoxicity in C2C12 myotubes, primary screen, cell-based, single point, plate reader. rescue of ATP level, % at 7.49 µM. AID 602340, 2012. actives 0.78% (n = 330,000). C2C12 myotubes + simvastatin, ATP luminescence, 48 h; scaled: DMSO 0, geranylgeraniol control 100;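 active means mean ATP rescue above about 67%, or every replicate alone reaching that limit, limit read from the data, passing the limit was not always enough; inconclusive means no clear call, values can overlap the other calls; inactive means mean under the limit and some replicate under it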;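 further: myotubes were challenged with 10 µM simvastatin during compound exposure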
PglD inh: C. jejuni PglD acetyltransferase inhibitors, primary screen, biochemical, DTNB colorimetric, single point; purified PglD enzyme, DTNB colorimetric CoA detection; UDP-N-acetylbacillosamine N-acetyltransferase PglD (Campylobacter jejuni); actives 0.098% (n = 360,000); AID 602405, 2012; inhibition, % at 12.5 µM; in the data active means inhibition above about 16%, passing the limit was not always enough; inconclusive means no clear call, values can overlap the other calls; further: strong numbers were not always called active
miR-122 sensor: miR-122 Renilla sensor signal increase in Huh7, primary screen, miR-122 inhibitor project, cell-based, single point, plate reader. actives 0.3% (n = 340,000). Huh7 miR-122 Renilla luciferase sensor, 48 h; neutral wells = 0, positive control = 100. activation (reporter increase), % at 12.5 µM;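 active means mean replicate activation score at least 90 and every replicate individually at or above 90; inconclusive means only one of the two criteria met; inactive means neither criterion met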;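 further: higher luciferase means less miR-122 activity so hits act as miR-122 inhibitors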
PGC1a acetyl inh: inhibitors of PGC1a acetylation signal, primary screen, cell-based, U2OS, AlphaScreen, inhibitor mode. AlphaScreen anti-acetyl-lysine; with virally co-expressed GCN5 acetyltransferase. inhibition, % at 15.6 µM. actives 0.17% (n = 350,000). AID 651687, 2012;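 active means every replicate shows inhibition of at least 40%; inconclusive means mean inhibition at least 40% but some replicate below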;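 further: 0% = neutral control wells and 100% = positive control wells; some results beyond the cut were filed as inactive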
Cneo AK release: Cryptococcus neoformans cell lysis inducers, primary screen, AK release luminescence, single concentration. C. neoformans lysis, adenylate kinase release luminescence, 4 h; normalised: neutral wells 0, clomiphene wells 100. lysis activity, % at 15 µM. actives 0.2% (n = 360,000). AID 651654, 2012;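 active means mean lysis activity across replicates of at least 80%, whatever share of replicates individually reach that level; inactive means mean lysis activity below 80%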
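read-out = cell lysis signal | test system = log-phase Cryptococcus neoformans yeast cells | input = cells at 5 × 10^6 per mL | medium = fresh YPD growth medium | signal = luminescent adenylate kinase detection reagent | timing = 4 h at 37 °C static, read 1 h later | dosing = single dose | controls = Clomiphene as positive lysis control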
Numbers without * were called inactive; ? = inconclusive; / = no result given; & = joins results of further samples; [ ] = another dose, or the depositor's remark. Random draw from the library; overall some 2.1% were active at least once.

SMILES	GSIS activator	F508del corr	FN deposition inh	Statin myotox sup	PglD inh	miR-122 sensor	PGC1a acetyl inh	Cneo AK release
C[C@@H](O)C#Cc1ccc([C@H]2[C@@H](CO)N3CCCCN(S(=O)(=O)c4ccccc4)C[C@H]23)cc1	-1	5.7	/	/	0	-6[16.7 µM]	-1	0
O=C(NCCC1CCCCN1S(=O)(=O)c1ccc(Cl)cc1)C(=O)NCc1ccncc1 (stereo not given)	-6	-1.1	-2	-1	3	-11	14	1
O=C(c1ccccc1)c1ccc2nc(-c3ccc(NC(=O)c4ccccc4Br)cc3)[nH]c2c1	16	/	/	-23	2	2	-3	2
Cc1noc(C)c1CSCC(=O)OCc1nc2ccccc2c(=O)n1CC#N	8	/	-4	-1	3	1	-5	7
Cc1cccc(CSC2=NCCN2C(=O)C2CC2)c1	/	/	/	?	12	8	-2	-1
CC(=O)N(C)C[C@@H]1Oc2ncc(C#CC(C)(C)O)cc2C(=O)N([C@H](C)CO)C[C@H]1C	23	1.1	0	15	2	-6[16.7 µM]	-14	4
O=C(C[C@@H]1CC[C@@H]2[C@H](COC[C@@H](O)CN2Cc2ccc(F)cc2)O1)N1CCc2ccccc2C1	-11	-0.3	3	-10	25*	42[16.7 µM]	-6	69
CCCCN(C(=O)c1oc2ccc(OCC)cc2c1C)c1c(N)n(CC(C)C)c(=O)[nH]c1=O	1	-2.1	2	-2	7	/	/	0
CCN(CC)S(=O)(=O)c1ccc(NC(=O)CSc2nnc(-c3cccc(OC)c3)n2C)cc1	7	-0.4	/	-4	0	-7	-9	-1
COc1ccc(S(=O)(=O)N(C)C[C@@H]2OCCCC[C@H](C)Oc3ccc(NS(=O)(=O)c4ccccc4)cc3C(=O)N([C@@H](C)CO)C[C@@H]2C)cc1	5	-2.6	-3	/	2	-4[16.7 µM]	-10	0
COc1ccc(S(=O)(=O)N2CC(C)N(C(=O)N3CCOCC3)C2)cc1 (stereo not given)	7	-0.7	0	2	1	-11	5	1
COc1cccc(S(=O)(=O)N2C[C@@H](O)COC[C@@H]3O[C@H](CC(=O)N4CCN(C)CC4)CC[C@H]32)c1	16	5.8	-6	-6	-4	49[16.7 µM]	13	86*
NC(=S)N/N=C/c1ccccc1OC(=O)/C=C/c1ccccc1	4	1.2	18	-37	/	-5	-8	5
C=CCOC(=O)C1=C[C@H](c2coc3ccccc3c2=O)[C@@H](CCCO)[C@H](OCC)O1	-7	1.7	-4	14	-4	/	/	4
CCCCCc1nnc(NS(C)(=O)=O)s1	13	/	12	-6	/	28	/	/
COC(=O)c1sccc1-c1ccc(C(=O)Nc2cccnc2)o1	/	/	4	-4	0	0	7	0
CCOC(=O)c1c(NC(=O)CN2C(=O)NC3(CCCC3)C2=O)sc(C)c1CC	-31	-0.8	-5	-9	3	1	-15	-4
CCOc1ccc(N2C(=O)CC(NNc3nc4ccccc4s3)C2=O)cc1 (stereo not given)	1	0.8	-4	1	1	11	5	-1
COCC(=O)N(C)C[C@@H]1Oc2ncc(-c3ccc(C)cc3)cc2C(=O)N([C@@H](C)CO)C[C@H]1C	6	0.2	-4	6	-2	0[16.7 µM]	-3	1
CC(C)c1ccc(OCC(=O)Nc2ccccc2C(=O)N2CCOCC2)cc1	11	-1.1	/	3	3	/	/	0
Cc1cc(CNC[C@H]2O[C@@H](n3cnc4c(N)ncnc43)[C@H](O)[C@@H]2O)no1	-1	-2.8	-7	0	1	1	/	1
CN(c1cccc(F)c1)c1cc2c(c3c1ccn3C)C1CCC2O1 (stereo not given)	2	1.2	-9	-8	4	-1	1	1
COC(=O)C(NC(=O)COc1ccccc1)(Nc1nc2c(s1)CCCC2)C(F)(F)F (stereo not given)	/	/	7	18	2	3	4	-1
CCOC(=O)C(C)n1cnc2c(nnn2-c2ccc(F)cc2)c1=O (stereo not given)	/	-7.3	-2	2	-4	3	10	0
COc1ccc(S(=O)(=O)N2CCC(C(=O)NCCOc3ccccc3F)CC2)cc1OC	22	-0.8	7	0	1	-1	-7	-1
CCCC(=O)Nc1ccc2c(c1)C(=O)N(C)[C@@H]1CC[C@H](CC(=O)N3CCCCC3)O[C@H]1CO2	-3	-1.3	11	10	3	-4[16.7 µM]	0	1
CN(C)/C=C1\C=C(c2ccccc2)OC1=O	/	/	0	-28	0	1	-3	1
C[C@H]1CN([C@@H](C)CO)C(=O)c2cc(NS(=O)(=O)c3ccc(Cl)cc3)ccc2O[C@@H]1CN(C)Cc1ccc(C(F)(F)F)cc1	-33	3.2	/	/	/	-4[16.7 µM]	-2	/
CCC(C)NC(=O)c1ccc(C)c(NC(=O)C2=C(C)OCCS2)c1 (stereo not given)	21	-2.3	4	5	-5	-8	/	2
Cc1ccc(S(=O)(=O)Nc2ccc3c(c2)C(=O)N([C@H](C)CO)C[C@@H](C)[C@@H](CN(C)S(=O)(=O)c2c(C)noc2C)OCCCC[C@H](C)O3)cc1	-15	-0.7	-2	/	-2	5[16.7 µM]	11	2
COc1cc2cc(CN(Cc3cccs3)C(=S)Nc3ccccc3)c(=O)[nH]c2cc1OC	-1	/	3	/	-4	6	-9	0
CC(C)c1ccc(CNc2c([N+](=O)[O-])c(=O)oc3ccccc23)cc1	2	1.2	-7	1	-2	-1	-1	-2
O=C(O)C/C(=C\c1ccc(Cl)cc1)c1nc2ccccc2o1	-5	0.7	-7	/	1	3	12	-3
CCOc1oc(-c2ccc(OC)cc2)nc1C(F)(F)F	/	/	12	-2	-2	0	-3	-1
CCOC(=O)c1c(C)c(C(=O)N2CCN(c3ccccc3)CC2)c(C)n1C	3	/	-4	-1	1	5	3	-1
O=C(CN1C(=O)NC2(CCCC2)C1=O)Nc1ccc(OC(F)(F)F)cc1	-38	1.2	2	-10	-4	5	/	3
CC(C)CC1NC(=O)C(CC(C)C)N(CO)C1=O (stereo not given)	3	-1.9	0	-12	-5	3	0	2
O=C(Nc1cccc(F)c1)N1C[C@@H]2N[C@H](C1)C2c1ccc(-c2ccc(F)cc2)cc1 (stereo not given in full)	-30&18	-3.2&-1.8	-2&7	/	/	/	-22&-73	/
O=C(CSc1ccc2nnc(-c3ccncc3)n2n1)Nc1ccc2c(c1)OCO2	/	-2.3	8	0	/	-1	-3	1
Cc1ccc(S(=O)(=O)NCCC2=CCCCC2)cc1C(N)=O	/	-2.1	-4	-10	-6	/	/	6
CC(=O)C1(C)OC(N)=C(C#N)C(c2ccccc2)C1(C#N)C#N (stereo not given)	/	/	/	/	-2	1	5	1
Cc1ccc(SCc2cc(=O)[nH]c(N3CCN(Cc4ccc5c(c4)OCO5)CC3)n2)cc1	/	/	/	-2	-6	-1	-6	0
Fc1ccc(-c2csc3[n+]2CCS3)cc1	/	/	-27	/	-3	5	4	0
CC1(C)CN(c2ccc(C(=O)c3ccccc3)cc2)C1=O	3	1.8	-6	/	/	/	0	/
Cc1cc(C(=O)NCC(=O)Nc2ccc(F)c(F)c2)c(C)o1	-8	-3.7	3	0	-4	-4	9	1
COc1cc(/C=N/N2CCN(c3ccccc3OC)CC2)ccc1OC(C)=O	0	1.8	-3	5	-1	-3	3	-2
C[C@@H]1CN([C@@H](C)CO)S(=O)(=O)c2ccc(C#CC(C)(C)O)cc2O[C@@H]1CN(C)C	22	0.9	-2	12	4	-3[16.7 µM]	19	-7
CS(=O)(=O)Nc1ccccc1C(=O)NCCSc1ccccc1	-13	-3.2	3	2	-4	-3	-7	-3
COc1ccc2c(c1)[n+](=O)c(C(C)=O)c(C)n2[O-]	/	/	8	-4	-1	-1	-5	5
Cc1ccc(NS(=O)(=O)c2cc(C(=O)N3CCOCC3)ccc2C)cc1C	-8	/	/	/	0	67	-23	-1

New compounds follow:
SMILES	GSIS activator	F508del corr	FN deposition inh	Statin myotox sup	PglD inh	miR-122 sensor	PGC1a acetyl inh	Cneo AK release
C[C@@H]1CN([C@@H](C)CO)C(=O)c2cc(NC(=O)Nc3ccccc3)ccc2O[C@H]1CN(C)C(=O)Nc1ccc2c(c1)OCO2	16	2.6	/	/	/	-2[16.7 µM]	4	/
C[C@@H]1CN([C@H](C)CO)C(=O)CCCn2cc(nn2)CO[C@@H]1CN(C)C(=O)CCCN(C)C	/	-2.6	/	-14	-3	11[16.7 µM]	-1	105*
Cc1c(NC(=O)OCCSc2nc(N(C)C)nc(N(C)C)n2)sc(=S)n1C	/	/	4	-8	0	4	/	6
Cc1cccc(COc2coc(CN3CCN(C(=O)c4ccco4)CC3)cc2=O)c1	30	1.6	3	12	-2	/	2	0
COc1ccccc1-c1nc(-c2ccc(C(=O)O)cc2)no1	8	0.3	2	-15	-2	/	/	1
COc1ccc(/C=C2/SC(=S)N(CC(=O)O)C2=O)cc1OCc1ccc(Cl)cc1	8	0.2	-2	11	-9	/	/	-3
COc1cccc(Nc2nc(=O)[nH]nc2C)c1	/	/	11	-1	-1	4	-22	1
Cc1cccc(N(CC(=O)N2CCCC2)S(C)(=O)=O)c1	-8	0.2	-7	-14	5	2	10	0
Cc1cc(F)ccc1NC(=O)c1ccc(NS(=O)(=O)c2cccs2)cc1	/	/	6	-9	-6	0	-6	-1
CCCCN(C(=O)C(C)Oc1ccc(Cl)cc1)c1c(N)n(CCCC)c(=O)[nH]c1=O (stereo not given)	9	2.6	7	4	4	8	-5	8

Structures above with a cyano group, in the order listed:
SMILES	GSIS activator	F508del corr	FN deposition inh	Statin myotox sup	PglD inh	miR-122 sensor	PGC1a acetyl inh	Cneo AK release
Cc1noc(C)c1CSCC(=O)OCc1nc2ccccc2c(=O)n1CC#N	8	/	-4	-1	3	1	-5	7
CC(=O)C1(C)OC(N)=C(C#N)C(c2ccccc2)C1(C#N)C#N (stereo not given)	/	/	/	/	-2	1	5	1

(further entries)
SMILES	GSIS activator	F508del corr	FN deposition inh	Statin myotox sup	PglD inh	miR-122 sensor	PGC1a acetyl inh	Cneo AK release
C[C@@H]1CN([C@@H](C)CO)C(=O)c2cc(-c3cccc(F)c3)cnc2O[C@@H]1CN(C)C(=O)C1CCCCC1	-7	-2.1	/	3	2	1[16.7 µM]	4	-1
Cc1ccc2oc(C(=O)N3CCN(c4cccc(C)n4)CC3)c(C)c2c1	-7	-1.8	0	-1	0	-3	-3	0
Cc1cc(-c2nnc(SCC(=O)Nc3ccc(C(F)(F)F)cc3)n2C)no1	5	1.8	-7	7	1	-5	-9	2
COCCNC(=O)C(c1cccs1)N(C(=O)Cn1nnc2ccccc21)c1cccc(C(C)=O)c1 (stereo not given)	/	/	-4	/	0	10	-6	0
O=C(c1ccc(CNc2c(N3CCCC3)c(=O)c2=O)cc1)N1CC=C(c2ccccc2)CC1	-29	3.2	6	5	6	-2	-5	1
CN(C)Cc1csc(Nc2ccc(C(F)(F)F)cn2)n1	14	-0.2	4	1	-7	/	/	3

Assay outcomes: PubChem, Broad Institute
